Screening results from PubChem.
GLP-1R inv ag = acts as inverse agonist at human GLP-1 receptor. P43220. HEK293 GLP-1R CRE-luciferase, luminescence, 24 h; GLP-1R form is constitutively active. Potency, µM (series often up to 38.3 µM), for the others: at the top dose activity change, negative = inhibition, actives largely listed as inhibitors. 410,000 compounds, 1.6% hits; note: potency is the fitted concentration of half-maximal effect; % is set by controls: 0 for no effect and ±100 for the full control effect; nearly all actives have a fitted effect of over 55% in size
Target sequence (P43220 whole entry, looked up): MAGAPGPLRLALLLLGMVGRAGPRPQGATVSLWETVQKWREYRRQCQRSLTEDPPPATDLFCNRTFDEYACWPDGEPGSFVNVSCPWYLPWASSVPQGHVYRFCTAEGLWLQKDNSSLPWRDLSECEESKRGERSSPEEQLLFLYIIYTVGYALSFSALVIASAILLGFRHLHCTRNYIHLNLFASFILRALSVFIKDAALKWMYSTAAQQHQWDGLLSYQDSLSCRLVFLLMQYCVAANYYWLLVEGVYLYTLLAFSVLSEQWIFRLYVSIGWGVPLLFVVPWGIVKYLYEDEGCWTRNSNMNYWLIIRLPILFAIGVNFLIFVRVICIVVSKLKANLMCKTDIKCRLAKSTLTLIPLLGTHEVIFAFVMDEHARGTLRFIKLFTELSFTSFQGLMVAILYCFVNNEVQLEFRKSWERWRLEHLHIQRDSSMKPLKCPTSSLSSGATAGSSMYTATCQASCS
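qHTS in 1536-well format: reporter HEK293 cells expressing constitutive GLP-1R activity in DMEM + 10% Nu serum, 24 hr with compounds at 37 deg C, luminescence read after 12 min with detection reagent.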
GLP1R cytotox = cytotoxicity in counter-screen for GLP-1R inverse agonists; HEK293 cAMP-luciferase reporter cells, luminescence, 24 h; 410,000 compounds, 0.13% hits; Potency, µM (titrated, usually from 38.3 µM), inactives show at the top dose activity change, negative = inhibition, hits mostly inhibitors;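 note: loss of luciferase light is scored as toxicity; potency is the fitted concentration of half-maximal effect; % is set by controls: 0 for no effect and ±100 for the full control effect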
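Compound-treated cells are incubated 24 hr at 37 deg C under 5% CO2 after a 12 hour attachment period, then luciferase detection reagent is added and luminescence is measured following 12 min at room temperature; lowered signal indicates toxicity.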
FUS suppressor = FUS proteinopathy suppression in yeast; 390,000 compounds, 0.24% hits; S. cerevisiae FUS-expressing, growth rescue, OD600, 24 h; Potency, µM (doses to about 76.6 µM), inactives show at the top dose growth rescue (activation), most hits filed as activators; AID 1347120;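 note: potency is the fitted concentration of half-maximal effect; plate controls were DMSO vehicle for no effect and reference control for full effect; nearly all actives have a fitted effect of over 55% in size; some results filed as inactive show a strong effect at the top dose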
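Steps: raffinose overnight preculture; dilution to OD 0.005 in 2% galactose minimal medium; compound addition (concentration series); 24hr at 30C, 99% humidity; absorbance read at 600 nm.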
Abeta rescue = restores growth of yeast expressing A-beta42 peptide | yeast expressing A-beta42, growth rescue, OD600, 48 h; response scale: 0% DMSO, 100% iron-clioquinol control | Potency, µM (highest dose often 46.1 µM), for inactives: at the top dose growth rescue, actives largely listed as activators | 410,000 compounds, 0.063% hits; note: potency is the fitted concentration of half-maximal effect; nearly all actives have a fitted effect of over 55% in size
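Yeast growth medium received pinned compounds, then yeast cells expressing toxic A-beta were added; plates incubated at 30 C for 48 hr. Growth read as absorbance at 600 nm, normalized to DMSO and equimolar FeCl3 plus clioquinol controls.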
TDP-43 yeast inh = rescues yeast growth from TDP-43 toxicity | TDP-43 expressing yeast growth rescue, BacTiter-Glo, 24 h | Potency, µM (top dose mostly 46.1 µM), inactives show at the highest dose growth rescue (activation), hits mostly activators | 410,000 compounds, 1.8% hits; note: potency is the fitted concentration of half-maximal effect; % of control where 0% means no effect; nearly all actives have a fitted effect of over 50% in size
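Cell-based yeast growth screen: TDP-43 expression induced in galactose, inoculum OD600=0.02 after raffinose pregrowth to mid-log. Read-out BacTiter-Glo luminescence at 24 hr, 30 deg C; inhibition of toxicity seen as signal increase.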
Mm-Cpn inhibitor = blocks the Methanococcus maripaludis chaperonin Mm-Cpn; purified Mm-Cpn ATPase, ADP Transcreener TR-FRET; Potency, µM (doses to about 76.9 µM), without a hit: at the highest dose activity, negative = inhibition, usual class: inhibitors; 330,000 compounds, 0.031% hits; AID 504842; note: potency is the fitted concentration of half-maximal effect; % is set by controls: 0 for no effect and ±100 for the full control effect; nearly all actives have a fitted effect of over 80% in size
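Reaction buffer contained 30 mM Tris pH 7.4, 100 mM KCl, 5 mM MgCl2 and 1 mM DTT. Mm-CPN (25 nM final) hydrolysed 10 uM ATP over 30 min at 37°C; ADP was read by HTRF.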
Akt phos inh = inhibitors of Akt phosphorylation; AID 651550; Neuro2A IGF-stimulated pAkt S473 HTRF, 20 min; active compounds read low; activity change, % for hits at 50 µM; 360,000 compounds, 0.32% hits; in the data active = activity change below about -80%; inconclusive = mostly about -51% to -80%; note: % is set by controls: 0 for no effect and ±100 for the full control effect
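Neuro2A cells in DMEM with 0.5% FBS, overnight at 37 deg C, given compound at single 50 µM final, then IGF (6 nM final) for 20 min at 37 deg C. Lysed; phospho-Akt Ser473 by HTRF after 24 h, 665/615 ratio.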
PTHR1 ag = agonists of human PTHR1 parathyroid hormone receptor | Q03431 | HEK293 GP2 PTHR1 cells, GloSensor cAMP luminescence, 1 h | Potency, µM (top dose mostly 115 µM), for inactives: at the highest dose activation, hits mostly activators | 410,000 compounds, 0.075% hits | AID 743266; note: potency is the fitted concentration of half-maximal effect; nearly all actives have a fitted effect of over 55% in size; some results filed as inactive show a strong effect at the top dose; inactives centre near -15; many of its hits are not listed in these tables
Target sequence (Q03431 whole entry, looked up): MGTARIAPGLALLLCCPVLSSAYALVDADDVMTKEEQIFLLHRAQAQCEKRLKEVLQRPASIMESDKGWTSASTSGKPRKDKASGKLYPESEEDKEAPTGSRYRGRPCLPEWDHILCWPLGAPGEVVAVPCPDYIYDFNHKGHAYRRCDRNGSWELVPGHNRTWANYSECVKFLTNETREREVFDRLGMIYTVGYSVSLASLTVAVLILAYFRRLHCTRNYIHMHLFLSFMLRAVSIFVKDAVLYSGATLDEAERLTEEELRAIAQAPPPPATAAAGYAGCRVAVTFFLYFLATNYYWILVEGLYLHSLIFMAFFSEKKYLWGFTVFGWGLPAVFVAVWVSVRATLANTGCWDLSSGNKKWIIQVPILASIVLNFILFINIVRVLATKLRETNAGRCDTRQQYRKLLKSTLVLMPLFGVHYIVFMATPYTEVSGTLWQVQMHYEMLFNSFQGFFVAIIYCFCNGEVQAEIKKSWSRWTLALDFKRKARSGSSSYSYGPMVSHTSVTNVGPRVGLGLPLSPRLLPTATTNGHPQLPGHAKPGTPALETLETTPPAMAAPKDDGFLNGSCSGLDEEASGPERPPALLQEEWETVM
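HEK-293-derived GP2 cells expressing PTHR1 and a GloSensor cAMP reporter, 3,000/well, plated overnight, given luciferin plus IBMX (each 0.5 mM as added) for 1 h at 37 °C, then compound for 1 h at 37 °C. Luminescence was read after 15 min at room temperature.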
aSyn rescue = inhibitors of alpha-synuclein toxicity in yeast; Potency, µM (doses to about 46.1 µM), for inactives: at the highest dose growth rescue (activation), usual class: activators; Yeast expressing alpha-synuclein, growth rescue, BacTiter-Glo, 24 h; AID 652106; 370,000 compounds, 0.14% hits; note: potency is the fitted concentration of half-maximal effect; % of control where 0% means no effect; nearly all actives have a fitted effect of over 65% in size
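Galactose-induced alpha-syn yeast (OD600=0.02, raffinose-pregrown) + pinned cpd, 24 hr, 30 deg C; growth by BacTiter-Glo luminescence. Growth restoration scores as activation.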
Starred values were filed as active, the others as inactive; i = inactive; ? = inconclusive; · = no result given; & = joins results of further samples; [ ] = another dose, or the depositor's remark. Unless noted, calls come from the whole dose curve; as a rule, active = well fitted curve in the direction sought with a large enough effect; inconclusive = small, poorly fitted or top-dose-only effect, or another doubt; inactive = no such curve, though single readings can be large; an effect the other way counts as inactive or inconclusive.

Structure	FUS suppressor	GLP1R cytotox	Abeta rescue	aSyn rescue	TDP-43 yeast inh	PTHR1 ag	Mm-Cpn inhibitor	GLP-1R inv ag	Akt phos inh
CCOC(=O)C1C(=O)CC(C)(O)C(C(=O)OCC)C1c1ccc(F)cc1 (stereo unspecified)	21%	-8%	-11%	7%	-13%	i	1%	0%	?
CCOC(=O)c1cn(Cc2ccc(C)cc2)c2cc(F)ccc2c1=O	7%	6%	1%	0%	9%	-19%	0%	?	i
Cc1cc(C)n(CC(=O)NCc2cc(-c3nn(C)c(=O)c4ccccc34)ccc2C)n1	33%	-12%	20%	0%	6%	i	2%	-5%	i
CC1=C(C(=O)OCC(C)C)C(c2ccc(F)cc2)NC(=O)N1 (stereo unspecified)	-3%	-17%	-18%	0%	-12%	-2%[57.5 µM]	0%	-3%	i
COc1cc(/C=N/NC(=O)c2ccccc2)ccc1O	-25%	1%	2%	-4%	16%	-12%	-1%	9%	i
c1ccc2c(c1)CCc1c(-c3ccncc3)n[nH]c1-2	-4%	-34%	-3%	2%	0%	i	-7%	37%[activator]	i
O=C(NCCc1ccccc1)c1ccccc1Cl	5%	18%	4%	3%	10%	-34%[inhibitor]	-1%	?	i
CC(=O)c1cccc(NS(=O)(=O)c2ccc3c(c2)oc(=O)n3C)c1	29%	-3%	-21%	-2%	0%	i	1%	0%	i
Cc1ccc(S(=O)(=O)CCN2CCN(c3ccccc3)CC2)cc1	-13%	-10%	-6%	9%	12%	-5%	2%	15%	i
O=C(Oc1ccc(/C=N/NC(=O)c2ccccc2F)cc1)c1ccccc1	5%	4%	-3%	1%	9%	-15%	1%	5%	i
Cn1c(SCC(=O)c2c(N)n(C)c(=O)n(C)c2=O)nnc1-c1ccccc1	-29%	0%	1%	-8%	13%	-2%	-10%	2%	i
COc1ccc(NC(=O)c2noc3c2CSc2ccccc2-3)cc1Cl	27%	-18%	-1%	·	-2%	2%	·	12%	·
COc1ccc2c(c1)CCc1c(C(=O)Nc3c(C)n(C)n(-c4ccccc4)c3=O)noc1-2	·	-34%	0%	-11%	13%	-23%	0%	-3%	i
Cc1ccc(N)c(C(O)(C(F)(F)F)C(F)(F)F)c1	-1%	-26%	-9%	-4%	16%	i	-9%	7%	i
O=C(CSC(=S)N1CCOCC1)c1cc(Br)cc(Br)c1O	7%	-24%	20%	7%	1%	-2%	0%	9%	i
CC(=O)c1c(C)nn(-c2ccccc2)c1C	-10%	?	-9%	17%	8%	i	1%	10%	i
O=C(Nc1ccccc1)N(CCc1nc2ccccc2[nH]1)C1CCCC1	19%	5%	4%	-3%	0%	i	0%	0%	i
COc1ccc(N/C=C/C(=C(C#N)C#N)N(C)C)cc1	9%	3%	-2%	-4%	-10%	i	-1%	9%	i
COc1ccc2c(-c3ccccc3)cc(N3CCOCC3)nc2c1	43%	17%	12%	-1%	3%	i	-2%	10µM*	i
COc1ccccc1Nc1ncnc2c1nc1n2CCCCC1	7%	4%	-9%	·	12%	-31%	·	7%	·
CCOc1ccc(NC(=O)c2ccc(Cn3nc(C)cc3C)o2)cc1	15%	7%	-2%	3%	15%	-17%	1%	?	i
O=C(NCc1ccccc1Cl)c1csc2c1CCCCC2	10%	5%	4%	-1%	22%	-8%	-1%	7%	-106%*
c1ccc(CSc2ncnc3c2oc2ccccc23)cc1	6%	-14%	13%	4%	11%	-12%[57.5 µM]	·	?	i
CC(Sc1nnc(C2CC2)n1C1CC1)C(=O)N(C)C1(C#N)CCCCC1 (stereo unspecified)	-13%	3%	1%	6%	19%	-21%	-2%	6%	i
N#Cc1ccc(-c2ccc(OCC(O)Cn3nnc4ccccc43)cc2)cc1 (stereo unspecified)	15%	-16%	-28%	-6%	8%	-6%[57.5 µM]	-2%	?	i
C=CCn1c(SCC(=O)N(CCOC)c2c(N)n(CC(C)C)c(=O)[nH]c2=O)nc2ccccc21	11%	12%	7%	-4%	13%	-12%	-4%	13%	i
COc1cccc(-n2c(SCc3cc(=O)oc4cc(O)c(O)cc34)nc3ccccc3c2=O)c1	25%	4%	11%	1%	8%	i	-2%	-16%	i
CC(NC(=O)CCc1ccccc1)c1ccc2c(c1)OCO2 (stereo unspecified)	-12%	2%	-4%	-2%	25%	-6%	0%	-9%	i
CC(O)CNc1ccc(-c2n[nH]c(=O)c3ccccc23)cc1[N+](=O)[O-] (stereo unspecified)	17%	-15%	12%	-4%	-2%	-10%	2%	61%[activator]	i
Cc1ccn2c(=O)c(C(=O)NCCc3ccccc3)c(O)nc2c1	-31%	-4%	-13%	·	-24%	i	·	-15%	·
COc1ccc(C(=O)NCCc2nnc3ccc(SCC(=O)Nc4cc(C)on4)nn23)cc1	16%	-6%	-18%	-6%	-16%	i	-3%	2%	i
Cc1ccc(NC(=O)C2CCN(S(C)(=O)=O)CC2)cc1Cl	-28%	-1%	-9%	-4%	0%	-38%[inhibitor]	0%	-23%	i
O=C(CN1C(=O)C(=O)N(Cc2ccco2)C1=O)Nc1ccc(F)c(F)c1F	21%	-2%	-6%	1%[1.84 µM]	-19%	-20%	-2%	7%	i
COc1ccc(-n2c(CN3CCN(c4ccccc4OC)CC3)nc3ccc([N+](=O)[O-])cc3c2=O)c(OC)c1	?	-5%	18%	8%	7%	-5%	-2%	-26%	i
Cc1ccc2sc(C)cc(=O)c2c1	·	3%	4%	9%	26%	i	·	29%	i
Fc1ccc(-c2cc(C(F)(F)F)nc(N3CCCCC3)n2)cc1	-9%	14%	0%	-6%	18%	i	2%	-13%	i
COc1cc(OC)cc(C(=O)NNC(=O)C2CCCC2)c1	-21%	-4%	4%	3%	-1%	i	1%	12%	i
O=C(Nc1nnc(S(=O)(=O)N2CCOCC2)s1)c1ccccc1Cl	-33%&-25%	-6%&-3%	0%&-7%	-1%	-3%&20%	-64%&-24%[inhibitor]	-3%	?	i
COc1ccccc1NC(=O)CSc1ncn(-c2ccccc2)n1	·	4%	-12%	6%	10µM*	-6%	0%	10%	i
CCN(CC)S(=O)(=O)c1ccc(C(=O)Nc2ncn(Cc3ccccc3)n2)cc1	9%	7%	-14%	-1%	-8%	-30%	-8%	5%	i
CCOC(=O)C1=NS(=O)(=O)NC(C)=C1	-19%	7%	11%	1%	-8%	i	-2%	4%	i
O=C(O)/C(=C\c1ccccc1)c1ccccc1	21%	2%	26%	12%	?	i	2%	32%[activator]	i
COc1cc(OC)c(OC)cc1/C=C1\CCC/C(=C\c2cc(OC)c(OC)cc2OC)C1=O	19%	?	2%	-10%	-13%	-28%	2%	?	i
COc1ccc(CCNC(=O)C2CC(=O)N(c3ccc(C)cc3)C2)cc1OC (stereo unspecified)	?	3%	-2%	-8%	-22%	-18%	0%	4%	i
Cc1cc(NC(=O)Nc2ccc(Cl)cc2)n(C(C)(C)C)n1	-21%	-7%	-1%	-1%	18%	i	2%	-20%	i
Cc1ccc(C2CC(=O)C(C=NCCN3CCN(C(=S)Nc4ccccc4)CC3)=C(O)C2)cc1 (stereo unspecified)	27%	-3%	-48%[inhibitor]	22%	-3%	-22%	?	-4%	i
Cc1nc(-c2ccc(F)cc2)sc1CCNC(=O)Cc1ccc(F)cc1	0%	-10%	0%	·	?	-21%	·	-23%	·
O=[N+]([O-])c1ccc(-c2ccc(/C=N/c3c(-c4ccco4)nc4ccccn34)o2)cc1	21%	2%	-21%	-19%	-26%	i	-2%	7%	i
O=C(Cc1ccc(Cl)cc1Cl)NCc1cccnc1	-25%	6%	-6%	3%	-6%	-9%	0%	0%	i
O=C1C=C(c2ccc(-c3ccccc3)cc2)C[C@@H](c2ccc3c(c2)OCO3)C1	-4%	4%	6%	1%	12%	-23%	-1%	0%	i
COc1ccc2oc(=O)c(C(=O)NCCc3ccc(OC)c(OC)c3)cc2c1	2%	-6%	-3%	7%	4%	-3%	1%	3%	i
O=C1CC(c2ccc3c(c2)OCCO3)Oc2ccc([N+](=O)[O-])cc21 (stereo unspecified)	-11%	6%	5%	-12%	7%	-30%	-6%	-36%	i
CCCC(=O)NC(C)c1nc2ccccc2[nH]1 (stereo unspecified)	-21%	-6%	2%	?	28%	i	-19%	5%	i
Cc1ccc([N+](=O)[O-])c(OCCCN2CCC(Cc3ccccc3)CC2)c1	-2%	?	0%	4%	9%	-84%[inhibitor]	·	?	i
CCc1cccc(NC(=O)CCCN2C(=O)C(c3ccccc3)Oc3cccnc32)c1 (stereo unspecified)	24%	?	-7%	3%	?	-11%	1%	7.9µM*	i
CC1CCN(S(=O)(=O)c2ccc3nc(Nc4ccc(C#N)cc4)ccc3c2)CC1	-6%	-23%	-12%	·	12%	-14%	·	?	·
Cc1cc(NC(=O)CSc2nc(C(C)C)nc3sc4c(c23)CCC(C)C4)no1 (stereo unspecified)	5%	-6%	-13%	8%	-10%	-7%	-5%	28%	-90%*

The list is partial; rates above refer to the full screens.
